Compound activity as filed in PubChem.
Pf apPOL block = Pf-apPOL inhibitors, biochemical, fluorescence; Plasmodium falciparum apicoplast DNA polymerase (apPOL); Recombinant Pf-apPOL, molecular beacon fluorescence, 1.5 h; inhibition, % at 10 µM; hit rate 0.25% among 210,000; AID 1794808, 2022
mHTT CaM bind = mutant huntingtin-calmodulin interaction inhibitors – biochemical, AlphaScreen, primary screen; P42858; AlphaScreen His-mHTT/GST-CaM binding, luminescence; inhibition, % at 15 µM; hit rate 3.6% among 190,000; AID 1671202, 2021;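 also: 0% = both proteins with DMSO and 100% = one protein alone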
Target sequence (P42858 whole entry, looked up, stated change not applied): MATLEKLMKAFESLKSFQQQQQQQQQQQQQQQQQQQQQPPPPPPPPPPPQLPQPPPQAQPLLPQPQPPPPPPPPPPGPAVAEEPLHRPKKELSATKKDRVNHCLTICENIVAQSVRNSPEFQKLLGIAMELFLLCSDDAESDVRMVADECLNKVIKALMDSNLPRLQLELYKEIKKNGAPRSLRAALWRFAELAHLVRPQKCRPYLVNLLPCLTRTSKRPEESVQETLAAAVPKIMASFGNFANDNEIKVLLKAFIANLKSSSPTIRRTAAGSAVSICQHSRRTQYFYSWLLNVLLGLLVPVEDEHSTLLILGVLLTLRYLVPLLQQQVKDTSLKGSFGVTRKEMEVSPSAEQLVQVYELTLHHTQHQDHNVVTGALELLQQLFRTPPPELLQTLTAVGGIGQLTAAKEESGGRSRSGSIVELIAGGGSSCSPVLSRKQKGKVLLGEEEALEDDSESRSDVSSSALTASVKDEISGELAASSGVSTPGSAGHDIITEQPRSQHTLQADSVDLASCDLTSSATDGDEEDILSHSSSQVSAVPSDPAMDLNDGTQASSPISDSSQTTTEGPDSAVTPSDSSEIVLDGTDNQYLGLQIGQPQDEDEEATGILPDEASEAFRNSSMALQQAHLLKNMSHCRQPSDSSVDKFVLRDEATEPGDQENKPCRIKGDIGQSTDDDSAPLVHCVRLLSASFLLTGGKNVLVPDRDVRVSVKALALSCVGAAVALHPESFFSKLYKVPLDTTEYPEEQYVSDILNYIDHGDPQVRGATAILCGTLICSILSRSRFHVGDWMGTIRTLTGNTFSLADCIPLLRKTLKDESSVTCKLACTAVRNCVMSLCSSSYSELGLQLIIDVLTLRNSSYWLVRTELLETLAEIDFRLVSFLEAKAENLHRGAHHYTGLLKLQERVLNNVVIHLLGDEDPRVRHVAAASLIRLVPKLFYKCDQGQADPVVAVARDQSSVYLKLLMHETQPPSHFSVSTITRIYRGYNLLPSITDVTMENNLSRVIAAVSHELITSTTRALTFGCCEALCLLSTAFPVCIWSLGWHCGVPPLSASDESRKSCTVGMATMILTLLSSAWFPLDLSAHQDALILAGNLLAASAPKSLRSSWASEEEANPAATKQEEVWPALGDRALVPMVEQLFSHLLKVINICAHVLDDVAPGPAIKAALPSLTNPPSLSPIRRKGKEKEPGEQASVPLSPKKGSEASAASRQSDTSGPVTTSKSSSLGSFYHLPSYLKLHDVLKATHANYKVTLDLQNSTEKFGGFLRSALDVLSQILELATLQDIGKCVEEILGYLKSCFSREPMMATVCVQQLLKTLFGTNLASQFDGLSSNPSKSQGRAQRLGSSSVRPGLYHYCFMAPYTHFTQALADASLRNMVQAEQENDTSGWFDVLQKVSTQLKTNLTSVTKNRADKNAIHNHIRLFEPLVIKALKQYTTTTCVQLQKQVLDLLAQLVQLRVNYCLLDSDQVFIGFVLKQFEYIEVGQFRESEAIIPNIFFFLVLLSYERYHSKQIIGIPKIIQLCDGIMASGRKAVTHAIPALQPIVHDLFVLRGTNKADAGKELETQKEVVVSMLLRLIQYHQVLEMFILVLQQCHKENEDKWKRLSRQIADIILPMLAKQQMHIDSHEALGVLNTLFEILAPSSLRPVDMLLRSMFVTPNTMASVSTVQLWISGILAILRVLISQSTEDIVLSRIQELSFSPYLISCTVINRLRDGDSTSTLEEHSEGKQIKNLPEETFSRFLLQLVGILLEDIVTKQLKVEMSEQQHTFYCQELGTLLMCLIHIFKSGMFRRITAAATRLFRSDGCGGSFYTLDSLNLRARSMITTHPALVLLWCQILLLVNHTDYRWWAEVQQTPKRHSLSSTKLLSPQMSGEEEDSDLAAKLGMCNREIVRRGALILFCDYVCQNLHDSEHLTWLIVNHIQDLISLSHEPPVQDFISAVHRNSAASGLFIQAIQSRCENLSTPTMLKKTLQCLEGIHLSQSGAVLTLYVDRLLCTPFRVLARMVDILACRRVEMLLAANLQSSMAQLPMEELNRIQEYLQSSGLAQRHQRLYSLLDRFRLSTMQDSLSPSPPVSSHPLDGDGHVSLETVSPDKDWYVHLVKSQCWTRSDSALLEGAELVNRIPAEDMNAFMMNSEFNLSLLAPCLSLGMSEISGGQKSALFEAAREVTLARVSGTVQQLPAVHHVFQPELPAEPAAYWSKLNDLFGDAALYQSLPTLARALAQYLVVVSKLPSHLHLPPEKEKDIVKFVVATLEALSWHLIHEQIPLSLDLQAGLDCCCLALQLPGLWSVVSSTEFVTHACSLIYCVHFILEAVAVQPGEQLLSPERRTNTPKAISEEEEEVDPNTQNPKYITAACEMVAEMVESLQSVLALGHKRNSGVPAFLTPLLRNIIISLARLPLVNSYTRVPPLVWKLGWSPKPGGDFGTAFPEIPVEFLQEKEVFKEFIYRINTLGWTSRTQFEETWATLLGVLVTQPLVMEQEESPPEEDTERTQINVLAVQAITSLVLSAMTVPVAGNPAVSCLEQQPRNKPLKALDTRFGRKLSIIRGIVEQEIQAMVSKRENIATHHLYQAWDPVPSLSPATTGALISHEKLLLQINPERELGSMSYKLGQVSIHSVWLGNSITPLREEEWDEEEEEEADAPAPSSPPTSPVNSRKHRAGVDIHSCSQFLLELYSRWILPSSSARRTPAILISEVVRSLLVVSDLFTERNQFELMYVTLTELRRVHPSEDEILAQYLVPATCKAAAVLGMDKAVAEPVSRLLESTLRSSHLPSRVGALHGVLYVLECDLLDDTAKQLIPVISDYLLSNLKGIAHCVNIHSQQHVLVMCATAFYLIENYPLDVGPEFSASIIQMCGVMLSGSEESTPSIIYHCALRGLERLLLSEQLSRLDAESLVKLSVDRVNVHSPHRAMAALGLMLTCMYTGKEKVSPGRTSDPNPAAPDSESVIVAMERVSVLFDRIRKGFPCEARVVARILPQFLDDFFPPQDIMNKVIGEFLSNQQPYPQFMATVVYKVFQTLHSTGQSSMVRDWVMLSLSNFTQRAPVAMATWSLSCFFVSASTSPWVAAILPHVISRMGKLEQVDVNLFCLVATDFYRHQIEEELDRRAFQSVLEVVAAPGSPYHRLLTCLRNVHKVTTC
Active calls of the source: *; i = inactive; . = not tested or not shown. Rule as the data show it: active = inhibition above about 50%; inactive = the rest.

SMILES	Pf apPOL block	mHTT CaM bind
CC1CCc2c(cnc3c(C(=O)NCc4ccccc4F)cnn23)C1 (configuration not stated)	0.6	-2.6
COc1ccc(CC(=O)NCC2(O)CCc3ccccc3C2)cc1OC (configuration not stated)	-12.2	-1.4
COc1cc(OC)c(NC(=O)COc2ccc(Br)cc2Cl)cc1Cl	-4.4	-5.0
COc1ccc(C(=O)Nc2ccc(F)cc2)cc1[N+](=O)[O-]	12.3	-3.4
COC(=O)c1ccc(C2CC(=O)Nc3n[nH]c(C)c32)cc1 (configuration not stated)	-2.4	-3.5
CS(=O)(=O)Nc1ccc2c3c(cccc13)CC2	.	-4.6
CCOC(=O)c1sc(NC(=O)Nc2ccccc2C(F)(F)F)nc1C	-3.5	-18.1
Cc1nnc(NC(=O)CSc2nnc3c(n2)[nH]c2ccccc23)s1	-4.7	6.6
Cc1cc(N2CCN(C)CC2)nc2ccc(NC(=O)/C=C/c3ccccc3Cl)cc12	3.6	93.0*
COc1ccc(C(=O)COc2ccc3cc(-c4ccc(OC)c(OC)c4)c(=O)oc3c2)cc1	-73.6	-8.5
Cc1ccsc1CN1CCN(c2ccc([N+](=O)[O-])cc2)CC1	-8.6	22.7
COC(=O)Nc1ccc(S(=O)(=O)N2CCC(C(=O)Nc3cccc(OC)c3)CC2)cc1	-2.9	11.1
C[C@H]1[C@H](NC(=O)c2cccc(C(F)(F)F)c2)CC[C@@]23CCCN2C(=O)CCC[C@@H]13	-6.3	-11.7
COc1cccc2sc(NC(=O)CN3C(=O)c4ccccc4C3=O)nc12	3.1	-2.0
O=C(Cc1nc(-c2ccccn2)n[nH]1)Nc1ccccc1F	-5.7	94.5*
Cc1cc(C2CCCN2C(=O)c2c(-c3c(F)cccc3Cl)noc2C)no1 (configuration not stated)	-1.0	3.8
O=C(NCc1cccnc1)c1ccccc1C(=O)c1ncc[nH]1	8.7	5.0
COc1ccc(C(CC(=O)N2CCOCC2)c2c(OC)cc(OC)c3c(-c4ccccc4)cc(=O)oc23)cc1 (configuration not stated)	8.1	43.0
Cc1nc(N2CCCC2)c2cnn(-c3ccccc3Cl)c2n1	-1.0	-0.8
CCOc1ccc(CNC(=O)C2CCN(c3nnc(-c4ccccc4)o3)CC2)cc1	-7.2	5.5
O=C(Cc1ccc(NS(=O)(=O)CCN2C(=O)CCCC2=O)cc1)NCc1cccs1	11.8	-8.6
COc1ccc(-c2nnc(N3CCC(C(=O)NCc4ccccc4F)CC3)o2)cc1	-4.6	9.8
CC(C)(C)C(=O)N1CCN(c2cccc(Cl)c2)CC1	-4.7	-4.0
O=C(NCCc1csc(C2CCCN(C(=O)c3ccsc3)C2)n1)C1CC1 (configuration not stated)	-1.3	-3.6
CS(=O)(=O)Nc1ccc(S(=O)(=O)Nc2ccc(Cl)cc2)cc1	2.2	2.4

Random excerpt: 3 compounds from above.
SMILES	Pf apPOL block	mHTT CaM bind
COc1cc(OC)c(NC(=O)COc2ccc(Br)cc2Cl)cc1Cl	-4.4	-5.0
COC(=O)Nc1ccc(S(=O)(=O)N2CCC(C(=O)Nc3cccc(OC)c3)CC2)cc1	-2.9	11.1
Cc1cc(N2CCN(C)CC2)nc2ccc(NC(=O)/C=C/c3ccccc3Cl)cc12	3.6	93.0*

Remaining list, next part.
SMILES	Pf apPOL block	mHTT CaM bind
Cc1nc2c(C(=O)O)cnn2c(C)c1Cc1ccccc1	-20.3	4.0
CS(=O)(=O)N1CCC(C(=O)N2CCCC(c3nnc(-c4cccs4)o3)C2)CC1 (configuration not stated)	-8.8	-26.0
c1ccc2c(CSc3nc4ccccc4o3)cccc2c1	.	-24.7
O=C(ON=C1CCCCC1)c1ccc([N+](=O)[O-])cc1	1.7	.
CCOC(=O)CNC(=O)N1CCCCCC1c1ccc(C)s1 (configuration not stated)	-4.9	1.2
CC(C)c1ccc(/C=C2\SC(=Nc3ccccc3)NC2=O)cc1	-9.0	12.0
CC(C)c1ccc(/C=C2\N=C(c3ccc([N+](=O)[O-])cc3)OC2=O)cc1	-1.6	13.0
Cc1cc(N2CCN(C)CC2)nc2ccc(NC(=O)c3ccccc3Cl)cc12	-1.9	13.0
COc1ccccc1-c1c(Cc2ccccc2)[nH]n2c(=O)c3c(nc12)CCCC3	-11.8	-2.3
O=C(CSC1CCCC1)Nc1cccc(-c2ccc(N3CCOCC3)nn2)c1	-15.6	3.2
CCCCOc1ccc(-c2nc3s/c(=C\c4ccc(C)o4)c(=O)n3n2)cc1	1.7	7.0
COc1ccc(CCNC(=O)Cn2cc3c(n2)CCC(C)C3)cc1OC (configuration not stated)	-0.4	0.9
Cc1cc(O)cc2c1C(=O)C(=Cc1ccccc1Br)O2	-2.6	-2.3
CCc1cccc(NC(=O)c2ccc(F)cc2)c1	-0.4	-11.2
COc1ccc(C(=O)N(C)Cc2ccccc2)cc1I	-0.7	-7.3
COc1ccc(C(=O)Nc2c[nH]c(=O)[nH]c2=O)cc1[N+](=O)[O-]	4.4	-6.5
OC(COCc1ccccc1)CN1CCN(Cc2ccc3c(c2)OCO3)CC1 (configuration not stated)	2.4	-2.7
O=C(c1ccc(N2CCNC(c3ccccc3)C2)nc1)N1CCCC1 (configuration not stated)	-3.5	7.4
Cc1ccccc1OCCSc1nc2ccccc2n1CC(=O)N1CCOCC1	-8.9	5.7
CCc1nnc2c(NC(=O)Cc3ccsc3)cccn12	21.2	10.1
Cc1oc(C2CCN(S(=O)(=O)c3cccc(C#N)c3)CC2)nc1C(=O)N1CCCC1	-4.7	-0.8
O=c1[nH]c2ccc(S(=O)(=O)Nc3ccc(Cl)c(C(F)(F)F)c3)cc2[nH]c1=O	-2.6	5.0
O=C1Nc2ccccc2C1=Nc1ccc(Cl)c([N+](=O)[O-])c1	1.2	7.0
CCCc1c(C(=O)Nc2ccc(C(F)(F)F)cc2)cnn1-c1ccccc1	3.0	.
COc1cccc(C2N(c3ccccn3)C(=O)C3CCCN32)c1OC (configuration not stated)	-1.8	-3.1

Record cards (already shown):
COc1ccc(CCNC(=O)Cn2cc3c(n2)CCC(C)C3)cc1OC (configuration not stated) as listed: Pf apPOL block: -0.4; mHTT CaM bind: 0.9
c1ccc2c(CSc3nc4ccccc4o3)cccc2c1 as listed: Pf apPOL block: .; mHTT CaM bind: -24.7

Continued.
SMILES	Pf apPOL block	mHTT CaM bind
CCCCCNC(=O)c1c[nH]c2ccc(S(=O)(=O)N(C)c3ccc(Cl)cc3)cc2c1=O	-14.5	7.0
O=C(O)C1CSC(c2cc(F)ccc2Br)N1 (configuration not stated)	-1.0	0.0
CCN1CCN(C(=O)c2ccc(-c3nc(-c4cccc(F)c4)no3)cc2)CC1	-5.2	19.4
O=C1C=C(c2ccccc2)CC(c2cccc([N+](=O)[O-])c2)C1n1cnc([N+](=O)[O-])n1 (configuration not stated)	-9.6	25.0
O=C(NCCc1cccs1)c1ccnc(N2CCNC(c3ccccc3)C2)c1 (configuration not stated)	7.6	22.5
CC(=O)Nc1ccccc1NC(=O)c1ccccc1I	-11.4	0.3
Cn1c(Sc2cnc(=S)[nH]c2-c2ccc(Cl)cc2)nnc1C(F)(F)F	-3.1	.
OCC(CO)(CO)NCC(O)Cn1c2c(c3cccc(Cl)c31)CCCC2 (configuration not stated)	0.3	15.0
COc1cc(C(=O)N2CCC(C(=O)Nc3ccc4c(c3)OCO4)CC2)cc(OC)c1OC	1.3	9.6
Cc1ccccc1C(=O)NCCC(O)C(C)(C)C (configuration not stated)	-5.4	-7.7
Cc1cc(C)cc(NC(=O)c2ccc(Cl)cc2)c1	1.0	-3.2
Cc1ccc(Sc2c(C)nn(C(=O)c3ccc([N+](=O)[O-])cc3)c2C)cc1	-2.3	3.0
CC(C)(CCl)C(=O)N1CCN(Cc2noc(-c3ccc(F)cc3)n2)CC1	-4.9	4.4
CCN(Cc1ccccc1)Cc1ccc(OC)cc1	-0.7	-11.3
CC1CCN(S(=O)(=O)c2ccc(C(=O)NCc3ccco3)cc2)CC1	0.3	-5.3
CCC(=O)N1CCN(c2nc3c(s2)CC(C(=O)Nc2ccc(C)c(Cl)c2)CC3)CC1 (configuration not stated)	-2.4	9.9
CCc1nnc2ccc(-c3noc(-c4ccc(F)cc4)n3)cn12	-0.2	-7.2
Cc1nn(Cc2cccc(C(=O)ON=C(N)c3ccc(Cl)cc3)c2)c(C)c1Br	-7.6	.
CC(C)c1noc(COC2CCN(C(=O)NCC3CCCO3)CC2)n1 (configuration not stated)	-4.4	-6.7
Cc1ccc(/C=N/n2cnnc2)s1	.	i
Cc1ccc(-c2cc3nc4c(c(=O)n3[nH]2)CCC4)cc1	0.2	-7.0
O=C(O)c1csc(Nc2cccnc2)n1	2.2	-4.5
CCOc1ccc(C(=O)N2CCC3(CC2)NC(=O)c2cc(Cl)ccc2N3C)cc1	-0.8	-9.0
O=C(Nc1ccccc1)c1c(O)c2cccc3c2n(c1=O)CC3	-5.3	0.0
COc1ccc(NC(=O)C2CCc3sc(C(=O)N4CCCCC4)cc3C2)c(OC)c1 (configuration not stated)	2.7	56.5*

Entries shown so far that have a tert-butyl group (2):
SMILES	Pf apPOL block	mHTT CaM bind
CC(C)(C)C(=O)N1CCN(c2cccc(Cl)c2)CC1	-4.7	-4.0
Cc1ccccc1C(=O)NCCC(O)C(C)(C)C (configuration not stated)	-5.4	-7.7

Next structures follow:
SMILES	Pf apPOL block	mHTT CaM bind
CCOc1ccc(N2CC(NC(=O)Nc3ccc(OC(F)F)cc3)CC2=O)cc1 (configuration not stated)	-2.3	-16.9
CCOc1ccc(-c2cc(=O)c3cc(NC(=O)C(C)(C)C)ccc3o2)cc1	-11.3	2.9
O=C(CCCOc1ccccc1)Nc1ccc(Br)cc1	-8.8	-4.6
CC1=C(C(=O)O)N2C(=O)C(NC(=O)C(N)c3ccccc3)C2SC1 (configuration not stated)	-12.2	.
CCC(=O)N(C)Cc1cc(-c2cccc(OC)c2)on1	-8.2	-0.1
COc1cc(C2C(=O)N(C3CCCCC3)CC(=O)N2Cc2ccccc2)ccc1OC(C)C (configuration not stated)	-4.6	13.0
O=C(Cc1cccnc1)N1CCC(c2nc(-c3ccccc3)no2)C1 (configuration not stated)	0.7	-5.8
CCCn1c2ccccc2c2nnc(SCC(N)=O)nc21	-0.6	4.0
CC(C)N1C(=O)Cc2ccccc2C1C(=O)NC1CCCC1 (configuration not stated)	-3.3	-6.6
Nc1nnc(-c2cn(-c3ccccc3)nc2-c2ccc(Cl)cc2)o1	4.5	.
CCN1C(=O)c2ccc(S(=O)(=O)c3ccc(C(=O)O)cc3)cc2C1=O	-4.6	-0.5
N#Cc1c(NC(=O)CN2CCc3ccccc32)sc2c1CCC2	-2.0	.
N#Cc1ccc(Oc2ccc(C(=O)O)cc2)cc1C#N	-5.3	-0.2
O=C(Nc1ccc(Br)cc1F)c1csc2c1CCCCC2	-7.1	-7.9
CCCOc1ccc(C2Nc3ccc4ncccc4c3C3=C2C(=O)CC(C)(C)C3)cc1 (configuration not stated)	2.1	38.0
CCC[C@H]1[C@@H](NC(=S)Nc2ccccc2Cl)CC[C@@]23CCCN2C(=O)CCC[C@@H]13	-7.1	13.4
O=C(Cc1ccccc1)NC1(C(F)(F)F)N=C2SCCN2C1=O (configuration not stated)	-5.6	-2.0

Rewritten with each value named: part of the list above
CC(C)N1C(=O)Cc2ccccc2C1C(=O)NC1CCCC1 (configuration not stated)
  Pf apPOL block = -3.3 | mHTT CaM bind = -6.6

O=C(Nc1ccc(Br)cc1F)c1csc2c1CCCCC2
  Pf apPOL block = -7.1 | mHTT CaM bind = -7.9

CCCOc1ccc(C2Nc3ccc4ncccc4c3C3=C2C(=O)CC(C)(C)C3)cc1 (configuration not stated)
  Pf apPOL block = 2.1 | mHTT CaM bind = 38.0

O=C(Cc1cccnc1)N1CCC(c2nc(-c3ccccc3)no2)C1 (configuration not stated)
  Pf apPOL block = 0.7 | mHTT CaM bind = -5.8

Some of the compounds tested. The share of hits here may be higher or lower than overall.
